Mcl1 Noxa PPI: Mcl-1/Noxa interaction inhibition; Q07820; TR-FRET Mcl-1/Noxa peptide binding, 2 h; inhibition, % at 21.7 µM; actives 1.5% (n = 220,000); AID 1022;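 active means compounds that cut the protein-peptide binding signal by more than 50% relative to plate controls in a single-dose test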;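 further: His-tagged Mcl-1 with rhodamine Noxa BH3 peptide and terbium anti-His antibody; 0% = Mcl-1 plus Noxa peptide wells and 100% = peptide-only wells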
Target sequence (Q07820 whole entry, looked up): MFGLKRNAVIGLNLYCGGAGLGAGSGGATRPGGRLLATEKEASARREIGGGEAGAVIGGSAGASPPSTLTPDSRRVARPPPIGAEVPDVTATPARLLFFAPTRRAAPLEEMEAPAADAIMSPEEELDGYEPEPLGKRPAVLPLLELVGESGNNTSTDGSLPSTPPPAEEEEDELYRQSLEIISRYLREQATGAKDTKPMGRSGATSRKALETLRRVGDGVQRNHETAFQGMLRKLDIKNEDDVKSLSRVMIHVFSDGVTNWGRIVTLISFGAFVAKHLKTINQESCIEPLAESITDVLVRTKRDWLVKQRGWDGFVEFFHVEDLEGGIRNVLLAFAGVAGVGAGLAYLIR
Mcl1 Bid PPI: Mcl-1/Bid interaction inhibition | Q07820 | TR-FRET Mcl-1/Bid-Dy647 peptide binding, 1536-well | inhibition, % at 21.7 µM | actives 0.97% (n = 220,000) | AID 1021;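 active means compounds that cut the binding signal by more than half at the single screening dose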;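 further: His-tagged Mcl-1 with europium anti-His antibody binding Bid BH3 peptide; 0% = Mcl-1 plus peptide wells and 100% = peptide-only wells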
Pf gametocyte: P. falciparum stage V gametocyte viability inhibition; inhibition, % at 10.9 µM; P. falciparum stage V gametocytes, ATP luminescence, 24 h; actives 0.065% (n = 150,000);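 active means inhibition above the mean plus 3 SD of compounds within the control limits, set per campaign, cut at about 38% in these data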;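 further: 0% = DMSO wells and 100% = medium only without gametocytes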
Mcl-1 Bim block: disrupts Bim peptide binding to human Mcl-1; actives 0.1% (n = 190,000); Q07820; inhibition, % at 10 µM; Bead-based flow cytometry, Bim peptide-Mcl-1 binding; in the data active means inhibition above about 40%;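 further: 0% = no compound tracer wells and 100% = peptide blocker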
ABCB1 inh: human ABCB1 inhibition, ABCG2 as counter-screen | inhibition, % at 6.6 µM | CCRF-Adr cells, JC-1 efflux, flow cytometry | actives 0.067% (n = 190,000) | AID 1326; in the data active means inhibition above about 40%;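 further: 0% = vehicle and 100% = reference inhibitor; higher value means more JC-1 retained so stronger ABCB1 efflux block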
GSH fluor: GSH bead compound fluorescence profile | GSH beads flow cytometry, compound fluorescence 488/530 nm; hits give high values | fluorescence (KMESF) at 10 µM | actives 0.25% (n = 190,000) | AID 1776; in the data active means fluorescence above about 89;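 further: glutathione beads carrying GST-tagged Bcl family fusion proteins plus one bare bead set; values are compound well signal with DMSO vehicle wells as background; inactives centre near 16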
RGS4-Gao reg: human RGS4-Galphao interaction regulation. Multiplexed bead flow cytometry, RGS4-Galphao binding; actives lie on both sides. AID 1415. actives 0.33% (n = 220,000). binding response (% of control), % at 10 µM; in the data active means binding response below about 49% or above about 150%; inactive means in between;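 further: fluorescent Galphao activated with aluminum fluoride binding bead-coupled RGS4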
RGS8-Gao reg: modulates binding of RGS8 to human Galphao | P09471 | multiplexed bead flow cytometry; actives lie on both sides | response (percent of control binding), % at 10 µM | actives 0.34% (n = 220,000) | AID 1423; in the data active means response below about 60% or above about 140%; inactive means in between;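 further: Galphao activated as the GDP aluminium fluoride complex binding bead-coupled RGS8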
Avidin bead fluor: avidin bead compound fluorescence profile; Avidin beads, compound fluorescence 488/530 nm, flow cytometry; hits give high values; fluorescence (KMESF) at 10 µM; actives 0.38% (n = 220,000); AID 1775; in the data active means fluorescence above about 47; further: inactives centre near 10
RGS7-Gao: modulates binding of RGS7 to human Galphao | P09471 | Multiplexed bead flow cytometry; actives lie on both sides | binding response (% of control), % at 10 µM | actives 0.35% (n = 220,000) | AID 1439; in the data active means binding response below about 49% or above about 150%; inconclusive means no clear call, values can overlap the other calls; inactive means in between;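 further: fluorescent Galphao held in activated GDP-AlF4 state binding bead-coupled RGS7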
ABCG2 block: inhibitors of human ABCG2 transporter, ABCB1 counter-screen. actives 0.1% (n = 190,000). inhibition, % at 6.6 µM. AID 1325. Q9UNQ0. IgMXP3 cells, JC-1 efflux, flow cytometry;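 active means inhibition above 80%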;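 further: 0% = DMSO and 100% = nicardipine control wells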
Target sequence (Q9UNQ0 whole entry, looked up): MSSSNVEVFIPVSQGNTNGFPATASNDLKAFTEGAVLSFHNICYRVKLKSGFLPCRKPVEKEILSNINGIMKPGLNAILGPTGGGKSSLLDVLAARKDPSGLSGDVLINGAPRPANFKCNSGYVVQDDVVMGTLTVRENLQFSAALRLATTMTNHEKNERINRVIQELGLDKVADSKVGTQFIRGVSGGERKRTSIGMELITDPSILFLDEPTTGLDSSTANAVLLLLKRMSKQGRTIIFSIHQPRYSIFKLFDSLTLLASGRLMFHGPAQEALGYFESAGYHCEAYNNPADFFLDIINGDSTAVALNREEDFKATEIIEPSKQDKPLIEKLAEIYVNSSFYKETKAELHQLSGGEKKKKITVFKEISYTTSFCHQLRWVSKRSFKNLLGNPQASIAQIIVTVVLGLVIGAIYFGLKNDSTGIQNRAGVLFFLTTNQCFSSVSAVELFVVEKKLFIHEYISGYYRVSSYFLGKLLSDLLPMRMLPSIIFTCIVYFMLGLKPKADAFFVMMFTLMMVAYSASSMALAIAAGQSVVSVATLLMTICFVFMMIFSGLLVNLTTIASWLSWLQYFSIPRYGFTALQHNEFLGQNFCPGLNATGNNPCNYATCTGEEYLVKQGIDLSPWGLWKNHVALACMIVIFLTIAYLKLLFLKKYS
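Test system: ABCG2 IgMXP3 and barcoded ABCB1 CCRF-Adr cell mix; Schedule: cells with compound and JC-1, 10 min at 25 °C, rotating, no wash; Technique: flow cytometry of retained JC-1 fluorescence; Measure: % inhibition of efflux relative to nicardipine and DMSO; Controls: nicardipine high and DMSO low controls.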
Starred values were filed as active, the others as inactive; ? = inconclusive; nt = not tested or not shown; [ ] = remark or other dose.

The line under a structure holds: RGS8-Gao reg	ABCG2 block	RGS7-Gao	ABCB1 inh	GSH fluor	Mcl1 Noxa PPI	Mcl1 Bid PPI	Pf gametocyte	Avidin bead fluor	RGS4-Gao reg	Mcl-1 Bim block
CC1(C)CC(O)(CCNCc2ccc3c(c2)OCO3)CCO1 (centres undefined)
→ 104	-1	100	-0.3	24	1	-21	nt	11	101	-3
O=C(N/N=C/c1ccncc1)C12CC3CC(CC(C3)C1)C2
→ 102	1	101	0.0	12	-1	-20	-3	22	103	-2
CCN(CC)S(=O)(=O)c1cc([N+](=O)[O-])ccc1NNC(=O)Nc1ccccc1OC
→ 101	8	104	0.3	22	34	-2	nt	31	98	0
CCOC(=O)N1CCC(NC(=O)C(NS(=O)(=O)c2ccc3c(c2)CCN3C(C)=O)C(C)C)CC1 (centres undefined)
→ 102	0	101	0.1	21	4	-21	17	27	101	0
COc1ccc(N2C(=O)NC3CC2(C)Oc2ccccc23)cc1OC (centres undefined)
→ 100	0	99	0.1	27	-3	2	0	5	100	0
O=C(CCC1CCCN(C(=O)c2ccoc2)C1)NCc1ccccc1F (centres undefined)
→ 98	13	105	0.5	14	-7	-15	nt	2	99	-6
O=C(c1ccc(N2C(=O)CCC2=O)cc1)N1CCOCC1
→ 101	5	102	0.9	8	11	-5	nt	15	105	-2
Cn1nc(C(=O)NCC2CCCO2)c2ccccc2c1=O (centres undefined)
→ 101	2	102	0.4	23	14	-22	11	18	99	-1
O=C(O)c1ccccc1NC(=S)NC(NC(=O)c1ccccc1[N+](=O)[O-])C(Cl)(Cl)Cl (centres undefined)
→ 101	0	103	-0.2	12	21	8	nt	39	100	-2
CCn1c(SCC(=O)N2CCN(C(=O)c3ccco3)CC2)nnc1C(C)C
→ 101	2	98	0.7	22	5	-1	17	6	98	0
CCOC(=O)c1c(C)[nH]c(C(=O)OCC(=O)Nc2cc(Cl)ccc2OC)c1C
→ 101	-2	95	-2.2	21	-57	2	4	14	94	-1
O=C(O)c1nc(-c2ccccc2)n(-c2cccc(C(F)(F)F)c2)n1
→ 102	23	99	-1.5	13	4	-6	-12	8	99	4
Cc1ccc(S(=O)(=O)Nc2ccc(-c3cn4ccc(C)cc4n3)cc2)cc1
→ 93	15	98	3.9	15	16	-30	-4	3	102	9
Cc1ccc2nc(C)c(C(=O)N/N=C/c3ccc(C(=O)O)cc3)cc2c1
→ 92	2	97	0.2	10	10	12	2	6	100	1
Cc1cc(=O)[nH]c(SCC(=O)Nc2ccnc3ccccc23)n1
→ 108	3	104	1.0	15	14	-37	nt	13	105	-1
CN1CCN(c2ccc(NC(=O)Cc3ccccc3)cc2)CC1
→ 105	1	103	0.2	12	22	-12	nt	12	107	-2
COC(=O)c1cccc(NC(=O)CN2CCN(Cc3ccccc3)CC2)c1
→ 100	1	99	0.2	37	6	-3	nt	5	101	-2
CCOC(=O)c1cn2nc(Oc3ccccc3)ccc2n1
→ 102	nt	?	nt	nt	-5	-4	1	21	103	nt
COc1ccc(CC(NC(C)=O)C(=O)NC2CCN(C(=O)c3ccc(OC)c(OC)c3)CC2)cc1OC (centres undefined)
→ 102	0	104	0.3	11	3	-36	nt	12	104	-1
Cc1ccccc1N/C(SCc1ccc(Cl)cc1)=C(/C#N)C(N)=O
→ 96	10	92	0.9	16	6	-34	20	10	94	-10
CC(C)CCN(C(=O)Nc1ccc(Cl)cc1)C1CCN(C(C)C)CC1
→ 102	0	96	-0.6	18	22	1	-23	7	98	-5
CC1CCC(C(C)C)C(OP(=O)(c2ccc(N(C)C)cc2)C(O)c2cccnc2)C1 (centres undefined)
→ 104	8	102	1.9	20	20	11	nt	5	101	-8
CCN(CC)S(=O)(=O)c1cccc2cccnc12
→ 101	2	105	0.6	53	6	-2	1	7	104	0
O=C(N/N=C1/CC(c2ccccc2)Oc2ccccc21)C1CC1 (centres undefined)
→ 99	1	97	0.1	6	-15	-37	2	12	101	0
COC(=O)c1c(C)nc2ccccc2c1C(=O)O
→ 100	1	101	0.1	23	9	5	nt	20	98	2
COC(=O)c1ccc(NC(=S)NNC(=O)CC(C)C)cc1
→ 103	-2	107	-0.7	17	-3	-39	-14	12	103	-13
Cc1ccc(N2C(=O)CC(Sc3ccccc3C(=O)O)C2=O)cc1 (centres undefined)
→ 98	-2	103	-0.3	6	20	-22	9	11	97	1
O=C(O)C(c1ccccc1)C1(O)CCCC1 (centres undefined)
→ 98	-1	103	-0.3	27	1	-6	21	7	102	-1
Cn1c(SCC(=O)n2c3c(c4ccccc42)CCCC3)nnc1-c1ccccc1
→ 103	42	99	2.2	34	-64	0	-5	13	102	-3
O=C(Oc1ccc2ccc(=O)oc2c1)C1CCCCC1
→ 100	-6	102	-0.3	3	3	-13	-8	15	100	-3
CCN=C1SC(CC(=O)NC(C)c2ccccc2)C(=O)N1CC (centres undefined)
→ 102	-2	?	-0.5	26	13	-23	6	8	101	0
O=C(O)[C@H](Cc1ccccc1)NC(=O)C(c1ccccc1)(c1ccccc1)c1ccccc1
→ 101	4	139	1.5	21	-5	-16	10	5	117	-1
NNC(=O)c1cccc(COc2cccc(Br)c2)c1
→ 103	-1	103	-0.3	23	-17	-12	nt	5	104	-1
CC1(C)OC2OC(COC(=O)c3ccccc3)C3OC(C)(C)OC3C2O1 (centres undefined)
→ 103	6	102	0.5	10	14	-9	2	15	101	-5
CC(=O)C1=C(O)CCC1=NCCc1ccccc1
→ 102	1	104	0.0	12	-15	-5	nt	9	95	0
CCCCn1c(=O)nc2n(-c3ccccc3C)c3ccccc3cc-2c1=O
→ 97	3	100	0.8	10	22	29	-5	3	98	-2
CC(=O)Nc1ccc(NS(=O)(=O)c2cc(-c3n[nH]c(=O)c4ccccc34)ccc2C)cc1
→ 101	nt	?	nt	nt	10	-20	0	6	101	nt
COC(=O)c1cc(OC)c(OC)cc1NC(=O)c1ccccc1C
→ 99	5	?	0.9	16	17	-16	11	10	99	0
CC1=CC(C)(C)N(C(=O)c2ccc(F)cc2)c2cc3c(cc21)OCO3
→ 99	-2	98	6.8	32	1	-7	-12	14	98	-2
COc1ccc(/C(CC2OC(=O)c3ccccc32)=N\NC(N)=O)cc1 (centres undefined)
→ 103	10	?	0.8	20	5	-25	5	9	97	2
CCOc1cc(NC(=O)CC(C)C)c(OCC)cc1NC(=O)CCn1nnc2ccccc21
→ 103	8	101	0.9	10	-1	-13	-2	23	104	0
Cc1sc2nc(-c3cccnc3)nc(Cl)c2c1-c1ccccc1
→ 96	5	110	0.8	6	34	-24	nt	12	101	-1
CC(=O)c1ccc(OCC(O)CNCc2ccc3c(c2)OCO3)cc1 (centres undefined)
→ 101	nt	?	nt	nt	12	-20	5	5	98	nt
Cc1ccc(NC(=O)CSc2ccccc2NC(=O)c2cccc(Cl)c2)cc1Cl
→ 104	-3	103	-0.8	20	-12	-26	-18	7	107	-21
Cc1cc(NC(=O)c2cccc([N+](=O)[O-])c2)no1
→ 100	nt	?	nt	nt	9	-18	-2	7	97	nt
C=CCn1c(SCC(=O)Nc2cc(C)nn2-c2ccccc2)nnc1C1CCCCC1
→ 104	3	104	1.0	8	7	-8	0	11	103	-2
Cc1cccc(OCC(=O)Nc2ccccc2-c2ccccc2)c1
→ 102	9	103	0.5	6	19	-18	nt	3	100	-5
COc1c(Cl)cc(Cl)cc1C(=O)Nc1ccc(NC(=O)c2cccs2)cc1
→ 76	0	87	0.0	10	6	-16	nt	11	77	3
O=C(NC(=S)Nc1cc([N+](=O)[O-])ccc1O)c1cccnc1
→ 104	2	104	0.5	25	38	-37	nt	10	106	-1
Cc1cc(NC(=O)CSc2nnc(-c3cccnc3)n2C)no1
→ 94	5	96	1.1	22	3	-1	-10	10	96	-1
CCC(C)(C)n1nnnc1CN1CCSCC1
→ 125	-1	129	-1.1	34	22	6	12	2	158*[activator]	-6
CCOC(=O)N/N=C/c1ccc(N(CC)CC)cc1O
→ 101	3	105	0.1	15	6	-90	-3	8	101	0
Cc1cccc(-c2nnc(SCCOc3ccc4c(C)cc(=O)oc4c3)o2)c1
→ 103	2	102	0.6	8	-2	-6	nt	10	105	1
CCOC(=O)c1c[nH]n(-c2ccc(C)cc2)c1=O
→ 98	0	97	0.0	13	7	-33	nt	11	94	-5
O=C(CCCOc1ccc(Cl)cc1)N1CCCCCC1
→ 95	3	96	0.8	33	-6	-21	nt	8	98	4
Cc1ccc(S(=O)(=O)Nc2ccccc2CNC2CCCCC2)cc1
→ 100	8	?	0.5	14	2	-16	22	12	98	0
COC(=O)CCCC1=CC2=C(c3ccccc3)C(=O)C(C)(OC(=O)C3CCCC3)C(=O)C2=CN1CC1CC1 (centres undefined)
→ 100	nt	?	nt	nt	7	-94	nt	11	97	nt
CCOC(=O)CNC(c1ccccc1)c1cc(Br)ccc1NC(=O)OCC (centres undefined)
→ 101	18	107	2.2	14	-7	-10	11	7	104	2
Cc1ccc(S(=O)(=O)N2CCC(=O)N(C(COCc3ccccc3)Cc3ccccc3)CC2)cc1 (centres undefined)
→ 79	13	96	5.6	19	-3	4	nt	7	90	0
O=C(Nc1cccc(-c2nc3ccccc3o2)c1)c1ccc(N2C(=O)C3C4C=CC(C4)C3C2=O)cc1 (centres undefined)
→ 102	-1	103	-0.1	48	-1	-1	nt	7	104	0

Further structures
The line under a structure holds: RGS8-Gao reg	ABCG2 block	RGS7-Gao	ABCB1 inh	GSH fluor	Mcl1 Noxa PPI	Mcl1 Bid PPI	Pf gametocyte	Avidin bead fluor	RGS4-Gao reg	Mcl-1 Bim block
Cc1noc(NS(=O)(=O)c2ccc(NC(=O)CCCOc3ccc(Cl)cc3Cl)cc2)c1C
→ 100	0	101	-0.1	29	18	10	11	5	103	0
C=CCNC(=O)C1CCCN(S(C)(=O)=O)C1 (centres undefined)
→ 99	0	99	0.3	28	8	-7	-7	15	101	0
Nc1nc(NCCCN2CCOCC2)nc(Nc2ccc(Cl)cc2)c1[N+](=O)[O-]
→ 100	nt	?	nt	nt	3	-12	-40	8	100	nt
Cc1ccc(CN2CCN(/N=C/c3cc(Br)ccc3O)CC2)cc1
→ 97	0	102	-0.1	9	-8	-39	-11	10	99	0
CCOC(=O)N1CCC(c2cc(=O)n3[nH]ccc3n2)CC1
→ 91	2	75	1.3	13	23	-30	nt	2	78	2
CC(C)CCn1c(SCc2ccc(Cl)cc2)nc2c1c(=O)[nH]c(=O)n2C
→ 88	3	98	-0.6	30	13	15	nt	5	87	-4
Cc1cc(C(=O)COC(=O)c2n[nH]c3ccccc23)c(C)n1C
→ 99	34	98	1.0	29	9	-32	2	19	101	-1
Cc1noc(C)c1C(=O)Nc1ccc(Cl)cc1C(F)(F)F
→ 90	2	96	0.0	11	1	-5	nt	21	100	24
